Screening data deposited in PubChem by National Center for Advancing Translational Sciences (NCATS).
HTT cytoprotect: Huntington cell model cytoprotection by ATP luminescence. actives 0.14% (n = 230,000). Potency, µM (doses to about 56.4 µM), inactives show cytoprotection (ATP increase), usual class: activators. PC12 HTT-Q103 induced, cytoprotection, ATP luminescence, 40 h;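 further: potency means the concentration at half of the fitted maximal effect; % of control where 0% means no effect; nearly all actives have a fitted effect of over 45% in size; toxic huntingtin expression switched on by the ecdysone agonist tebufenozide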
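Compounds were screened for protection of PC12 cells against cell death after tebufenozide induction (100 nM final) of mutant Huntingtin exon 1 (Q103) fused to GFP.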
LMNA splice mod: LMNA splicing modulation; HeLa LMNA splicing GFP/RFP minigene ratio, 48 h; Potency, µM (top dose mostly 46.1 µM), without a hit: top-dose ratio change, negative = inhibition, hits mostly inhibitors; actives 0.01% (n = 200,000); AID 1487; active means well fitted inhibition curve with a large enough effect in the signal ratio, with a control signal flat, not every such curve was filed as active; inconclusive means small, poorly fitted or top-dose-only effect, or effect the other way, or a change in a side signal; the % refers to the signal ratio; further: potency means the concentration at half of the fitted maximal effect; on the % scale 0 is the no-effect control and ±100 the full control effect
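S3 HeLa stable clones carrying a lamin A-EGFP splicing minigene plus DsRed2 were seeded at 600 cells/well in Opti-MEM with 2% FBS, pin-dosed and incubated 48 h at 37°C. Acumen cytometry (488 nm) gave the GFP/RFP total-intensity ratio.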
IMPase Li inh: IMPase inhibition in cells with lithium potentiation | CHO-M1 cells, IP1 TR-FRET (IP-One), carbachol + lithium | Potency, µM (series often up to 59.4 µM), without a hit: top-dose activity, negative = IMPase inhibition, usual class: inhibitors | actives 0.35% (n = 210,000) | AID 1457;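 further: IP1 builds up when IMPase is blocked and the TR-FRET signal falls; potency means the concentration at half of the fitted maximal effect; plate controls were basal vehicle for no effect and high inhibitor control for full effect; nearly all actives have a fitted effect of over 50% in size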
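Lithium-sensitised IP1 accumulation assay; M1-expressing CHO cells treated 30 min at 37C with compound. Competitive antibody detection by time-resolved FRET followed a 10 min room-temperature lysis step.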
Luc counter: counter-screen: inhibitors of Kinase-Glo firefly luciferase; Kinase-Glo luciferase, ATP luminescence, 8 min; Potency, µM (top dose mostly 38.3 µM), without a hit: top-dose activity change, negative = inhibition, hits mostly inhibitors; actives 0.28% (n = 200,000); AID 1379; further: potency means the concentration at half of the fitted maximal effect; on the % scale 0 is the no-effect control and ±100 the full control effect; nearly all actives have a fitted effect of over 60% in size
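Inhibition of Kinase-Glo luciferase light generation was assessed at 10 uM ATP in pH 7.2 imidazole buffer, with luminescence measured after eight minutes at ambient temperature.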
SMN2 splice up: increases expression of the SMN2 splice variant | HEK293 SMN2-luciferase splicing reporter, luminescence, 30-36 h | Potency, µM (top dose mostly 46.1 µM), for inactives: top-dose activity change, positive = activation, hits mostly activators | actives 2.8% (n = 210,000) | AID 1458; further: potency means the concentration at half of the fitted maximal effect; % of control where 0% means no effect; nearly all actives have a fitted effect of over 55% in size
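HEK293 cells carry an SMN2 […]–luciferase reporter in which exon 7 inclusion puts luciferase in frame. Cells were plated 10-12 h before compound addition, then incubated 30-36 h at 37C. ONE-Glo luminescence was read; sodium butyrate at 4.5 mM final served as control.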
CBFb RUNX1 block: inhibitors of human CBF-beta and RUNX1 interaction | Q01196+Q13951 | AlphaScreen CBFb-His/RUNX1-biotin binding, biochemical | Potency, µM (highest dose often 59.8 µM), for the others: at the top dose activity, negative = inhibition, actives largely listed as inhibitors | 230,000 tested, under 10 active | AID 1477; further: % of control where 0% means no effect
Target sequence (Q01196 whole entry, looked up): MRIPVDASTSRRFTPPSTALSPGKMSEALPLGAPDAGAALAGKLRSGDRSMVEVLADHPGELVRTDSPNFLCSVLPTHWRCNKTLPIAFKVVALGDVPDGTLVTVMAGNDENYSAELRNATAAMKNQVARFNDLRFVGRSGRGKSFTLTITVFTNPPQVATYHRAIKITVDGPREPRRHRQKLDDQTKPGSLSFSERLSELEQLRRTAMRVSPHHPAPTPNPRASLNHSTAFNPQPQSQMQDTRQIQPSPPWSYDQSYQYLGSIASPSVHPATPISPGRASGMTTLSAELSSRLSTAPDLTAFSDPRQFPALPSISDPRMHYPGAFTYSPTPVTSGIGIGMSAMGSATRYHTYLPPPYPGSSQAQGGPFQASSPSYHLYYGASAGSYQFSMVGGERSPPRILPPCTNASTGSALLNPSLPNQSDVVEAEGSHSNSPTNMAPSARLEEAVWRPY
Target sequence (Q13951 whole entry, looked up): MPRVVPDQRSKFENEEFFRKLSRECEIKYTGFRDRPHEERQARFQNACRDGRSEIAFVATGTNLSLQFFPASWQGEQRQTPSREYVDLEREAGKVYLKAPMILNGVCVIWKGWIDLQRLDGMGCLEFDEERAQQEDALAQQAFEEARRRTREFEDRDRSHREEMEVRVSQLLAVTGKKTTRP
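Proteins preincubated together for 20 min at RT before compound addition; 15 min later, nickel and streptavidin beads were added and left 90 min prior to AlphaScreen measurement.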
HTT aggregate: mutant huntingtin aggregation inhibition | actives 1.1% (n = 220,000) | PC12 HttQ103-GFP aggregates, Acumen cytometry, 40 h | AID 1688 | Potency, µM (top dose mostly 46.1 µM), inactives show at the highest dose activity change, negative = inhibition, usual class: inhibitors; further: potency means the concentration at half of the fitted maximal effect; on the % scale 0 is the no-effect control and ±100 the full control effect; nearly all actives have a fitted effect of over 60% in size
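Read-out: GFP aggregate count by laser scanning cytometer (488 nm excitation, 500-530 nm emission, 1–25 µm objects >6 SD above background). Cells: PC12, inducible HTTex1-Q103-GFP, 100 nM tebufenozide; compounds titrated.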
An asterisk follows results filed as active; ? = inconclusive; . = not tested or not shown; & = joins results of further samples; [ ] = dose if it differs, or a comment. Unless noted, the call rests on the fitted dose curve; in most records, active means well fitted curve in the direction sought with a large enough effect; inconclusive means small, poorly fitted or top-dose-only effect, or another doubt; inactive means no such curve, though single readings can be large; an effect the other way counts as inactive or inconclusive. Hits appear at their usual frequency; any-hit rate near 4%.

SMILES | HTT cytoprotect | LMNA splice mod | IMPase Li inh | Luc counter | SMN2 splice up | CBFb RUNX1 block | HTT aggregate
CCCN1C(=O)/C(=C/c2c(N3CCNC(=O)C3CC(=O)OC)nc3c(C)cccn3c2=O)SC1=S (stereo not given) | 18%[10 µM] | . | . | . | . | 12% | -16%[9.22 µM]
O=C(NC1CC2CCC(C1)N2C(=O)NC1CCCCC1)NC12CC3CC(CC(C3)C1)C2 (stereo not given) | 18%[10 µM] | 0% | 23%[38.3 µM] | 1% | -14% | 1% | -11%
Cc1nc2cnc(N3CCNCC3)nc2n(Cc2ccc(F)cc2)c1=O | 21% | . | 10% | -5% | -12% | . | .
C/C(=N\Nc1nc(N2CCOCC2)nc(N2CCOCC2)n1)c1cccc([N+](=O)[O-])c1 | -16% | . | 7% | 1% | 7% | 19% | -11%
CCc1ccc(-c2nc(C(N)=O)c3[nH]c(=O)n(-c4ccccc4OC)c3n2)cc1 | -73%[inhibitor] | -5% | 9%[38.3 µM] | 4% | -37%[inhibitor] | -4% | -5%
CC1(C)Cc2c(c(N3CCCC3)nc3sc4c(N5CCN(CCO)CC5)ncnc4c23)CO1 | -38% | 10% | 15%[38.3 µM] | 13% | 1% | -7% | 26%
O=C(/C=C/c1ccc(OCCCF)cc1)Nc1ccnc(-c2ccncc2)n1 | 8%[10 µM] | ? | 24% | 0% | -85%[inhibitor] | -10% | -13%
CCCc1nc2oc3c(NCCOCCO)ncnc3c2c2c1COC(C)(C)C2 | -28% | 12% | -6%[38.3 µM] | -4% | 6% | 3% | -18%
COc1cc(/C=N/NC(=O)c2cccc([N+](=O)[O-])c2)ccc1OCc1ccccc1 | -18% | 3% | 15%[38.3 µM] | 0% | 0% | -1% | -21%
CCOC(=O)c1[nH]c2cc3c(cc2c1NC(=O)CN1CC(C)CC(C)C1)OCO3 (stereo not given) | -11% | 3% | -1%[38.3 µM] | -7% | 7% | 3% | 7%
CCOC(=O)N1CCN(C(=O)CNC(=O)Cn2cnc3ccccc3c2=O)CC1 | -17% | . | -6% | 1% | 16% | 2% | 4%
O=C(NCCCn1ccnc1)c1ccc(N2CCCCC2)c([N+](=O)[O-])c1 | -23% | ? | 26% | -4% | -52%[inhibitor] | -7% | -32%
CC[C@@H]1CC=C[C@H]2[C@H]1C(=O)N(Cc1ccccc1)[C@H]2c1ccoc1 | -49%[inhibitor][10 µM] | . | . | . | . | 6% | -17%[9.22 µM]
COc1ccc(OCc2nnnn2-c2ccccc2)cc1 | -3%[10 µM] | -3% | 11%[38.3 µM] | 2% | 8% | 10% | 7%
Cc1cc(C(F)(F)F)c2c(n1)sc1c(O)cc(=O)[nH]c12 | 1% | -9% | -18%[38.3 µM] | 1% | 9% | 0% | 23%
Cc1ccccc1NC(=O)CC1SCCNC1=O (stereo not given) | ? | 4% | 16%[38.3 µM] | 0% | 29% | 8% | ?
CCOC(=O)N1CCC(NC(=O)c2cc(S(=O)(=O)N3CCCC3)cn2C)CC1 | -25% | 0% | -8%[38.3 µM] | -5% | -17% | -3% | -2%
CCOC(=O)c1ccc(NC(=O)COC(=O)Cc2csc(-c3ccccc3)n2)cc1 | ? | -3% | . | . | . | 1% | -5%
Cn1c(SCC(=O)NC2CCCCC2)nnc1-c1cccc(N)c1 | 21%[10 µM] | 4% | -2% | -7% | -1% | -22% | -3%
CN(Cc1ccccc1)c1nc2c(c(=O)[nH]c(=O)n2C)n1CCCc1ccccc1 | -17%[10 µM] | ? | 6%[38.3 µM] | -1% | -10% | -5% | -3%

Continuation.
Every second line gives: HTT cytoprotect, LMNA splice mod, IMPase Li inh, Luc counter, SMN2 splice up, CBFb RUNX1 block, HTT aggregate
- COc1ccc(C2CC(c3ccccc3)=NN2C(=O)COC(=O)c2cc(S(=O)(=O)N3CCOCC3)ccc2Cl)cc1 (stereo not given)
 : 12%[10 µM], -11%, -1%, -2%, 7%, 4%, -6%
- O=C(NN1C(=O)C2C(c3ccccc3)C=CC(c3ccccc3)C2C1=O)c1cccc(Br)c1 (stereo not given)
 : -25%[10 µM], ?, 25%, 4%, 11%, -1%, ?
- COc1ccccc1C(=O)OCC(=O)Nc1ccc(Cl)cn1
 : -1%, ?, -1%, -1%, 5%, -2%, 3%
- O=c1[nH]c2ccc(NC(=S)Nc3ccc(F)cc3)cc2[nH]1
 : 6%[10 µM], ., ., ., ., 2%, -3%[9.22 µM]
- CCN(CC)S(=O)(=O)c1cccc(-c2nnc(SCc3ncc(-c4ccccc4)o3)n2C)c1
 : -21%, -1%, 3%[38.3 µM], -2%, -20%, 0%, 0%
- COc1ccc(-c2cc(C(F)(F)F)nc(SCC(=O)N3CCOCC3)n2)cc1OC
 : -4%, -8%, ?, 2%, 6%, ?, 1%
- COc1ccc(-c2csc(-c3ccccc3)n2)c(OC)c1
 : -73%[inhibitor], 2%[46 µM], -2%, -13%, 11µM*, 15%, -7%
- CCOC(=O)c1c(NC(=O)CN(CC)CC)sc2c1CCC2
 : 1%, ?, ., 2%, ., 6%, 8%
- CCS(=O)(=O)c1cc([N+](=O)[O-])c(Sc2ccccc2NC(C)=O)s1
 : -18%[10 µM], ., ., ., ., 13%, 35%[9.22 µM]
- CCOC(=O)c1csc(NC(=O)CSc2nnnn2-c2cccc(OC)c2)n1
 : 12%[1.9 µM], -3%, 15%, -4%, -26%, 20%, -7%
- Cc1ccc(Cc2nc(-c3cccc(C)c3)no2)cc1
 : -13%, -16%, 6%[38.3 µM], 1%, 11µM*, ?, 4%
- O=C1c2ccccc2N2C(=O)c3ccccc3C2N1Cc1ccco1 (stereo not given)
 : -11%, 9%, 0%[38.3 µM], -1%, -5%, -12%, -18%
- COc1ccc2c(=O)cc(-c3ccccc3)oc2c1O
 : -21%[1.9 µM], ., 23%, -2%, ., 11%[21.7 µM], .
- CCCCCNCc1cccc(Br)c1
 : -4%, -1%, -6%[38.3 µM], -5%, -14%, 5%, 10%
- COc1cc(CC(=O)N(c2ccccc2)c2nc(C)cs2)cc(OC)c1OC
 : -24%, ., -1%, -1%, 2%, 2%, 0%
- CCC1(C)Cc2nc3sc(C(=O)O)c(N)c3cc2CO1 (stereo not given)
 : 7%[10 µM], -5%, 5%, -2%, 17%, 4%, -13%
- Cc1cccnc1NC(=O)c1c(O)c2cccc3c2n(c1=O)CCC3
 : -34%, -8%, -18%[38.3 µM], 0%, -11%, 2%, -1%
- CC(=O)Nc1sc(NC(=O)c2ccc(Cl)cc2)nc1-c1cccs1
 : -21%, ?, 7%[38.3 µM], -3%, 6%, 1%, -4%
- O=C(O)c1ccc(Nc2cc(Cl)c3nonc3c2[N+](=O)[O-])cc1
 : ?, -16%[9.22 µM], 4%, 1%, 6%, 4%, ?
- COc1ccc(-c2nn3c(COc4ccccc4)nnc3s2)cc1OC
 : -68%[inhibitor], 3%, 2%[38.3 µM], 1%, 3%, 8%, 18%

Grouped by structure, the entries above containing a furan ring, fused or not (three)
Every second line gives: HTT cytoprotect, LMNA splice mod, IMPase Li inh, Luc counter, SMN2 splice up, CBFb RUNX1 block, HTT aggregate
- CCCc1nc2oc3c(NCCOCCO)ncnc3c2c2c1COC(C)(C)C2
 : -28%, 12%, -6%[38.3 µM], -4%, 6%, 3%, -18%
- CC[C@@H]1CC=C[C@H]2[C@H]1C(=O)N(Cc1ccccc1)[C@H]2c1ccoc1
 : -49%[inhibitor][10 µM], ., ., ., ., 6%, -17%[9.22 µM]
- O=C1c2ccccc2N2C(=O)c3ccccc3C2N1Cc1ccco1 (stereo not given)
 : -11%, 9%, 0%[38.3 µM], -1%, -5%, -12%, -18%

Sorted by value in HTT aggregate (high to low): 4 from the list above
| Molecule | HTT aggregate |
| --- | --- |
| COc1ccccc1C(=O)OCC(=O)Nc1ccc(Cl)cn1 | 3% |
| COc1cc(CC(=O)N(c2ccccc2)c2nc(C)cs2)cc(OC)c1OC | 0% |
| COc1ccc(C2CC(c3ccccc3)=NN2C(=O)COC(=O)c2cc(S(=O)(=O)N3CCOCC3)ccc2Cl)cc1 (stereo not given) | -6% |
| CCOC(=O)c1csc(NC(=O)CSc2nnnn2-c2cccc(OC)c2)n1 | -7% |

Next entries
Every second line gives: HTT cytoprotect, LMNA splice mod, IMPase Li inh, Luc counter, SMN2 splice up, CBFb RUNX1 block, HTT aggregate
- COC(=O)CCC(=O)OC1(C)C(=O)C=C2C=C(C3CC3)N(CC(C)C)C=C2C1=O (stereo not given)
 : -12%&13%[10 µM], 10%[9.22 µM], 11%, -6%[7.66 µM], -3%[9.22 µM], -3%[13.1 µM], 40%[9.22 µM]
- COc1ccc(/C=C/C(=O)c2c(O)c(OC)c3occc3c2OC)cc1
 : 21%[10 µM], ?, 14%, 0%, ., -25%, 26%[9.22 µM]
- CN(C)c1nnnn1-c1ccc(Oc2ncc(C(F)(F)F)cc2Cl)cc1
 : 10%, ., 5%, 0%, -24%, 17%, -13%
- CSc1ccc(CN2C(=O)NC3(CCCCCC3)C2=O)cc1
 : -14%, ., -5%, -5%, -17%, 6%, -25%
- O=C(Nc1cccc(Cl)c1)Nc1ccc(Cl)cn1
 : 3%[10 µM], -3%, -11%[38.3 µM], -3%, 8%, 0%, 2%
- Cc1c(NC(=O)c2cc(-n3cnnc3)ccc2Cl)cccc1-c1nc2ccccc2s1
 : -62%[inhibitor][10 µM], -11%, ?, -22%, 5.6µM*, 10%, -21%
- NS(=O)(=O)c1ccc(NC(=S)NC(=O)c2ccco2)cc1
 : -35%&1%[10 µM], -12%, -5%, -2%, 19%, 12%&15%, -31%[9.22 µM]
- Cc1cc(Nc2ccc(Cl)cc2)nc(N2CCOCC2)n1
 : 27%[10 µM], ., ., ., ., 6%, -2%[9.22 µM]
- Cc1ccc(/C=C/C(=O)O)cc1S(=O)(=O)Nc1ccccc1C(=O)O
 : -20%, -8%[46 µM], -1%, 4%, 5%, -9%, 21%
- O=C(Cc1ccccc1)N/N=C/c1cc(Br)cc(Cl)c1O
 : ., ., -13%, -6%, -3%, 0%, ?
- CCOC(=O)C(=NC(C)(C)C)NNc1cc(Cl)ccc1Cl
 : 25%[10 µM], -7%, 2%, 3%, -5%, -7%, 12%
